# Assay outcomes from PubChem BioAssay.
# HT1080-NT tox – kills 2HG-producing HT-1080-NT fibrosarcoma cells; HT-1080-NT fibrosarcoma viability, CellTiter-Glo ATP luminescence, 48 h; Potency, µM (doses to about 46.1 µM), inactives show at the highest dose activity, negative = less viability, most hits filed as cytotoxic; actives 1.6% (n = 360,000);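 further: NT is the 2HG producing partner of a matched IDH1 knockdown line; potency means the concentration at half of the fitted maximal effect; 0% = DMSO-treated cells and -100% = media-only wells without cells; nearly all actives have a fitted effect of over 55% in size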
#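 HT-1080-NT fibrosarcoma cells (2HG-overproducing), 750 cells/well in RPMI with 5% FBS, dosed after 2 h and incubated 48 h at 37C. CellTiter-Glo luminescence normalized to DMSO and no-cell wells; concentration-response curves fitted and classed.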
# D3 ag – D3 dopamine receptor (human) agonism; actives 0.58% (n = 410,000); P35462; max activation, %; D3R DiscoveRx beta-arrestin cells, luminescence, 90 min; AID 652048; in the data active means max activation above about 30%; further: 0% is about no effect; mostly tested at two doses, the higher about 12 µM
# Target sequence (P35462 whole entry, looked up): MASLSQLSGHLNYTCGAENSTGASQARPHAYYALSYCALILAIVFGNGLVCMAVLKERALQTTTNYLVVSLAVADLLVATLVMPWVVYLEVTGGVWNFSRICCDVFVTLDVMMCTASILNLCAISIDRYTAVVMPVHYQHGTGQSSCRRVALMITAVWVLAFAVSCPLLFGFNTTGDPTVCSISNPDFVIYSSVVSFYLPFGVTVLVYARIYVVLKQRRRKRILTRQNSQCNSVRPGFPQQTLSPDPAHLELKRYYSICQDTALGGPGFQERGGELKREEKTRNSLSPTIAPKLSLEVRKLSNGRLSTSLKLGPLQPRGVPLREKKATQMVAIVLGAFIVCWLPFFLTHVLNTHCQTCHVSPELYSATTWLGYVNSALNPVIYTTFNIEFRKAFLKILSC
#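 Agonist-mode cell screen: cells plated at 1500/well and incubated overnight at 37 °C, then exposed to library compounds for 90 min at 37 °C. Detection reagent was added for 30–60 min at room temperature, and luminescence was read.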
# IL-1B inflam inh – blocks inflammasome-driven IL-1 beta release; THP-1 LPS/ATP IL-1B secretion, AlphaLISA, 16 h; stronger effect = lower value; activity change, % at 57.5 µM; actives 4.7% (n = 360,000); AID 743279; in the data active means activity change below about -50%; inconclusive means mostly about -30% to -49%; further: on the % scale 0 is the no-effect control and ±100 the full control effect
#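 THP-1 cells pretreated 1 hr with compounds (up to 57.5 uM final), then stimulated with LPS (250 ng/mL final) plus ATP (1.25 mM final); secreted IL-1B measured by AlphaLISA after 16 hr, decreased signal indicating inhibition.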
# D3 antag – antagonists of human D3 dopamine receptor. P35462. max response, negative = inhibition, %. D3R cells, DiscoveRx beta-arrestin luminescence, antagonist mode; stronger effect = lower value. actives 2.5% (n = 360,000). AID 652054; in the data active means max response below about -50%; inconclusive means no clear call, values can overlap the other calls; further: on the % scale 0 is the no-effect control and ±100 the full control effect; mostly tested at two doses, the higher about 12 µM
#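 Cells expressing the human receptor were seeded at 1500 cells/well, incubated overnight at 37 degrees C in 5% CO2, then exposed to library compounds with dopamine controls for 90 minutes at 37 degrees C before luminescent detection.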
# KB-3-1 cytotox – KB-3-1 parental cell cytotoxicity | KB-3-1 viability, CellTiter-Glo ATP luminescence, 72 h | Potency, µM (titrated, usually from 46.1 µM), without a hit: top-dose activity change, negative = cytotoxic, actives largely listed as cytotoxic | actives 1.4% (n = 400,000); further: potency means the concentration at half of the fitted maximal effect; on the % scale 0 is the no-effect control and ±100 the full control effect; nearly all actives have a fitted effect of over 60% in size
#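 KB-3-1 parental drug-naive adenocarcinoma cells in DMEM/10% FBS, incubated 72 h at 37 C with pin-transferred compounds across a concentration series. Viability by CellTiter-Glo luminescence; concentration-response curves fitted after normalization.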
# KB-V1 MDR tox – KB-V1 MDR subline cytotoxicity | Potency, µM (doses to about 46.1 µM), without a hit: at the top dose activity change, negative = cytotoxicity, hits mostly cytotoxic | actives 3.4% (n = 400,000) | KB-V1 MDR cells viability, CellTiter-Glo, 72 h; further: potency means the concentration at half of the fitted maximal effect; on the % scale 0 is the no-effect control and ±100 the full control effect; nearly all actives have a fitted effect of over 60% in size
#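 Cytotoxicity toward P-gp-expressing KB-V1 cells was determined as loss of CellTiter-Glo luminescence after 72 h at 37 degrees C. Compounds were tested in quantitative HTS format across a concentration range, with curves fitted to normalized data.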
# SW480 rerep – DNA re-replication induction in SW480 cells | SW480 DNA re-replication, Hoechst DNA content imaging, 48 h | Potency, µM (top dose mostly 46.1 µM), without a hit: top-dose re-replication activation, usual class: activators | actives 1.8% (n = 340,000); further: potency means the concentration at half of the fitted maximal effect; % of control where 0% means no effect; nearly all actives have a fitted effect of over 55% in size
#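 Cells (250 per well) received 23 nL compound or DMSO by pin tool and were kept 48 hr at 37 C, 5% CO2. Nuclei were then stained with Hoechst for 40 min and scanned for DNA content.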
# HT1080 IDH1KD tx – kills HT-1080 cells with IDH1 knockdown. HT-1080 IDH1 knockdown viability, ATP luminescence, 48 h. Potency, µM (highest dose often 46.1 µM), for inactives: top-dose activity, negative = toxicity, usual class: cytotoxic. actives 2% (n = 360,000);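 further: potency means the concentration at half of the fitted maximal effect; 0% = DMSO wells and -100% = cell-free medium wells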
#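 Cytotoxicity counter-line: IDH1KD HT-1080, 48 h, CellTiter-Glo. Curves classed by r2, magnitude and activity.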
# GLP1R ag – activates the human GLP-1 receptor | HEK293 GLP-1R CRE-luciferase, luminescence, 4-6 h; cells express a hypersensitive GLP-1R form | Potency, µM (titrated, usually from 45.6 µM), inactives show at the top dose activation, usual class: activators | actives 0.007% (n = 380,000); further: potency means the concentration at half of the fitted maximal effect; % of control where 0% means no effect
# Target sequence (P43220 whole entry, looked up): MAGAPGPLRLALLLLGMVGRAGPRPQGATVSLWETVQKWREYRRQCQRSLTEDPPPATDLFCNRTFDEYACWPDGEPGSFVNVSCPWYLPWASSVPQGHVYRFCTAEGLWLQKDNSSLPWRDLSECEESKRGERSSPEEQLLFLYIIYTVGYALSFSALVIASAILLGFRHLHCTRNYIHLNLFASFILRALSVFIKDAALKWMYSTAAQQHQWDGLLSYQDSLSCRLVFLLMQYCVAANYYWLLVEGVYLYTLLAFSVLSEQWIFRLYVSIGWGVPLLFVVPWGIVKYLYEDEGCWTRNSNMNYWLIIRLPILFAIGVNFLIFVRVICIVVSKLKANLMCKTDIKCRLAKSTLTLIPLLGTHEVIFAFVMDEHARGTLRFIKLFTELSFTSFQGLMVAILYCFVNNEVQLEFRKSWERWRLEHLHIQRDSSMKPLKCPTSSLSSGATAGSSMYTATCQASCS
# * hit, by the source's call; i = inactive; ? = inconclusive; . = not tested or not shown; & = joins results of further samples; [ ] = another dose, or the depositor's remark. Unless noted, the call rests on the fitted dose curve; in most records, active means well fitted curve in the direction sought with a large enough effect; inconclusive means small, poorly fitted or top-dose-only effect, or another doubt; inactive means no such curve, though single readings can be large; an effect the other way counts as inactive or inconclusive.
SMILES	D3 ag	GLP1R ag	KB-V1 MDR tox	KB-3-1 cytotox	IL-1B inflam inh	SW480 rerep	HT1080-NT tox	D3 antag	HT1080 IDH1KD tx
CC(=O)NS(=O)(=O)c1ccc(NC(=O)CCC2CCCC2)cc1	-1.0	-2.7%	-1.3%	15.7%	65.3	-13.8%	13.5%	-10.2	7.8%
CC(=O)Nc1ccc(NC(=O)c2cc(C)nn2-c2ccccc2)cc1	-11.7	0.6%	-20.1%	18.4%	20.0	-6.3%	4.9%	-11.6	2.3%
CSCC[C@H](NC(=O)Nc1ccc(Oc2ccccc2)cc1)C(=O)O	2.6	-0.4%	21.5%	7.0%	7.7	-11.5%	14.6%	-8.4	11.3%
O=C1Nc2ccccc2-n2nnnc2C1N1CCN(c2cccc(C(F)(F)F)n2)CC1 (stereo not drawn)	2.1	.	?	-13.4%	-29.2	.	?	11.4	?
CN(C)Cc1c(O)ccc2c(=O)c(-c3ccccc3)c(C(F)(F)F)oc12	0.1	9.7%	-3.1%	2.5%	6.5	-1.2%	-2.0%	2.0	8.0%
O=C(CSc1ncnc2nc[nH]c12)c1ccc2ccccc2c1	6.6	10.9%	-6.5%	-3.5%	5.3	3.6%	23.1µM*	-17.3	?
COc1cccc(CC2(CO)CCN(CC3=CC[C@H]4C[C@@H]3C4(C)C)CC2)c1	-14.0	25.8%	16.8%	-13.1%	-54.8*	?	-25.5%	-4.9	-12.7%
O=C1OC2(CCCC2)OC(=O)C1=Cc1c[nH]c2ccccc12	-3.3	7.7%	11.6%	-0.5%	-11.7	-8.8%	7.4%	16.7	5.7%
Fc1ccc(-c2csc(/C=C/c3ccc4c(c3)OCO4)n2)cc1	1.4	-9.7%	27.0%	0.0%	11.5	2.0%	2.8%	28.9	6.7%
N#Cc1c(NC(=S)NC(=O)c2ccccc2)sc2c1CCCC2	7.7	-12.8%	-12.6%	0.0%	1.9	.	8.4%	19.6	1.9%
Cc1ccc(N2CCN(C(=O)N3CCCC3)CC2)cc1C	0.9	11.6%	-7.6%	-7.4%	-9.3	-9.2%	3.4%	18.3	1.9%
CCCCOc1ccc(-c2ncc([N+](=O)[O-])cn2)cc1	7.0	4.9%	-13.0%	-4.9%	-10.9	-9.7%	-0.8%	-15.8	-1.1%
Cc1cc(NC(=O)COC(=O)C2CCC2)no1	-0.8	0.2%	8.7%	-5.0%	0.0	-0.1%	10.8%	-1.8	4.8%
COc1cccc(NC(=O)c2nn(-c3ccc(OC)cc3OC)c(=O)c3ccccc23)c1	-7.9	-4.4%	-6.0%	2.8%	16.3	?	7.8%	2.7	15.7%
Cc1ccc(N(CC(=O)Nc2ccc(C)c(F)c2)S(=O)(=O)c2c(C)n[nH]c2C)cc1	-6.4	-1.4%	-1.9%	-8.1%	.	.	.	.	.
NC(=O)CN1CCN(S(=O)(=O)c2ccc(Cl)cc2)CC1	1.2	4.0%	1.2%	0.8%	-6.4	0.5%	6.8%	-0.6	11.0%
O=[N+]([O-])c1cc(S(=O)(=O)N2CCOCC2)ccc1OCc1cccc(Cl)c1	-2.5	6.6%	?	-12.3%	5.4	-4.1%	0.7%	0.4	-0.6%
OC1(c2ccc(Cl)cc2)CN(c2ccccc2)C2=[N+]1CCS2 (stereo not drawn)	1.7	5.2%	?	1.3%	-77.7*	?	-29.5%	-0.8	?
CCOc1ccc(CCNC(=O)CSc2nn(-c3ccc(C)c(Cl)c3)c(=S)s2)cc1OCC	3.6	7.1%	6.51µM*	-12.7%	19.3	-0.6%	9.4%	45.7	13.1%
CCn1cc(S(=O)(=O)CC(=O)Nc2ccc(C)cc2)c2ccccc21	-8.1	-1.0%	?	-0.5%	-15.1	10.5%	4.5%	?	10.1%
OC(c1cccc(F)c1)c1ncc(-c2ccc(Oc3ccccc3)cc2)[nH]1 (stereo not drawn)	4.9	0.1%	5.6%	-4.5%	-23.1	.	16.4µM*	34.9	?
COCCn1c(SCC(=O)N2CC(=O)Nc3ccccc32)nc2ccccc2c1=O	1.6	12.5%	-5.2%	-0.6%	-1.2	?	0.7%	9.1	4.4%
CCCCNC(=S)NC(=O)c1ccccc1Br	3.3	12.7%	9.0%	19.7%	17.3	4.8%	11.6%	1.2	9.6%
O=C(/C=C/c1ccc(Cl)cc1Cl)c1ccc[nH]1	-1.1	4.9%	-0.7%	-25.4%	-86.4*	?	?	-17.5	-14.8%
O=c1ccc2cc3c4c(c2o1)CCCN4CCC3	5.0	11.0%	-19.1%	?	-24.8	?	-18.6%	24.1	-26.6%
Cc1cccc(NS(=O)(=O)c2cccc(C(=O)NNC(=O)c3ccccc3O)c2)c1	29.9	3.2%	-2.2%	?	59.9	6.6%	?	7.6	?
COc1ccc(C2/C=C\CN(C(=O)CC(C)C)CC(=O)N2Cc2ccc(F)cc2)cc1 (stereo not drawn)	-6.2	11.8%	29.8%	9.2%	1.2	-12.7%	3.9%	11.9	4.5%
CC(C)c1ccc(C2C(C(=O)c3ccco3)=C(O)C(=O)N2CCN2CCOCC2)cc1 (stereo not drawn)	17.5	-1.8%	-4.1%	-6.4%	45.8	-4.4%	1.6%	3.0	0.3%
Cc1ccc(NC(=O)C(C)Sc2nnc(C)n2C)cc1 (stereo not drawn)	1.6	5.6%	9.2%	0.9%	4.1	-3.6%	6.1%	-9.9	0.3%
CCCCOc1ccc(CSc2ncn[nH]2)cc1	0.5	0.5%	5.9%	-5.2%	-20.7	-5.2%[9.22 µM]	-12.2%	3.2	-3.3%

# Whole records, looked up by structure. Order of screens: D3 ag | GLP1R ag | KB-V1 MDR tox | KB-3-1 cytotox | IL-1B inflam inh | SW480 rerep | HT1080-NT tox | D3 antag | HT1080 IDH1KD tx
# CCCCOc1ccc(-c2ncc([N+](=O)[O-])cn2)cc1 is listed as 7.0 | 4.9% | -13.0% | -4.9% | -10.9 | -9.7% | -0.8% | -15.8 | -1.1%
# Cc1ccc(N2CCN(C(=O)N3CCCC3)CC2)cc1C is listed as 0.9 | 11.6% | -7.6% | -7.4% | -9.3 | -9.2% | 3.4% | 18.3 | 1.9%

# (more compounds)
SMILES	D3 ag	GLP1R ag	KB-V1 MDR tox	KB-3-1 cytotox	IL-1B inflam inh	SW480 rerep	HT1080-NT tox	D3 antag	HT1080 IDH1KD tx
COC(=O)/C(C#N)=C/c1ccc(C)o1	4.0	0.9%	5.5%	-0.6%	16.5	-8.5%	?	6.1	?
CCOC(=O)Cc1csc(NC(=O)c2ccc(C)cc2)n1	1.6	1.4%	?	-11.1%	14.9	7.4%	-12.8%	7.1	-8.0%
COCCn1c(Sc2nc(C)cs2)nc2c1c(=O)[nH]c(=O)n2C	6.0	-13.0%	2.7%	0.0%	9.9	-6.1%	2.6%	12.1	9.3%
CCCN1C(=O)C(Cc2nc3ccccc3c(=O)n2C)c2ccccc21 (stereo not drawn)	5.9	0.1%	0.0%	-15.2%	10.1	-6.6%	-0.8%	-11.0	4.5%
CC(=O)N(c1ccccc1)c1ccc([N+](=O)[O-])cc1[N+](=O)[O-]	0.3	-10.6%	-26.8%	-0.7%	12.3	-0.2%	-3.4%	-1.9	-5.9%
Cc1ccc(NC(=O)CCN2C(=O)C3CCCCC3C2=O)c(O)c1 (stereo not drawn)	6.2	13.2%	0.0%	-1.5%	2.2	32.8%	-3.1%	9.1	3.0%
COc1ccc(-c2coc3c(C(=O)NCc4ccc(F)c(F)c4)cccc23)c(C)c1	2.8	6.8%	?	-11.5%	?	.	13µM*	4.4	13µM*
CCc1ccc(NC(=O)CSc2ccc(-c3ccccn3)nn2)cc1	-2.9&1.1	-1.5%	-10.8%&-11.7%	?	264.9	11.9%	?	1.2	-27.8%
O=C(CCCC(=O)N/N=C/c1ccccc1C(=O)O)N/N=C/c1ccccc1C(=O)O	-5.0	-2.7%	9.6%	6.4%	9.9	0.3%	7.8%	-0.9	12.6%
O=c1c2ccccc2nc(-c2ccccc2)n1Cc1ccco1	21.0	?	11.6µM*	-11.1%	-1.1	-12.7%	8.0%	10.8	18.2%
O=C(NCc1nnnn1-c1ccc(F)c(F)c1)c1ccc(S(=O)(=O)N2CCOCC2)cc1	-8.7	0.0%	-13.0%	-6.3%	1.2	-8.5%	-3.0%	23.5	-1.4%
N#Cc1c(N)[nH]c2ccc(Sc3ccccc3)cc12	-7.9	1.9%	3.26µM*	2.31µM*	-7.5	4.11µM*	3.26µM*	-12.5	7.31µM*
CCOc1ccc(CCNC(=O)CN(C)S(=O)(=O)c2cccs2)cc1OCC	6.6	13.6%	4.61µM*	-2.5%	-3.9	1.0%	-2.9%	17.0	1.4%
Cc1ccc(S(N)(=O)=O)c(C)c1N1CCCC1=O	-3.2	-2.2%	3.2%	-2.1%	-8.6	-2.7%	1.4%	-10.4	-3.6%
CC1CCCN(S(=O)(=O)c2cccc(C(=O)NCc3ccco3)c2)C1 (stereo not drawn)	5.9	8.3%	?	-2.8%	-12.4	-3.9%	-0.2%	?	7.5%
COc1ccc(C(=O)NCCc2nnc3ccc(SCC(=O)N4CCCC4)nn23)cc1	1.9	13.8%	-0.5%	1.0%	i	-30.7%[inhibitor]	4.0%	7.9	3.4%
CC(=O)Nc1ccc(S(=O)(=O)NC2=NCN(CCO)CN2)cc1	-16.5	0.1%	-14.7%	1.7%	.	.	.	.	.
CN(Cc1c(C(=O)N/N=C/c2ccccc2)nnn1-c1nonc1N)C1CCCCC1	8.1	-0.5%	12.3%	?	0.0	-19.3%	-2.0%	-1.0	7.9%
Clc1ccc(-c2cc3ccccc3nc2N2CCOCC2)cc1	-5.6	7.1%	-23.9%	-7.1%	115.1	?	-8.9%	4.6	-28.9%
CCN(CC)CCNc1nc(SC)nc2sc3c(c12)CCN(C)C3	-11.7	19.3%	?	2.2%	?	?	?	-7.6	-17.0%
CCN(CC)S(=O)(=O)c1cccc(NC(=O)c2ccc(Br)cc2)c1	-4.3	12.1%	6.51µM*	-16.4%	-70.3*	2.9%	-9.1%	15.4	-7.5%
